Compound activity (PubChem)
RXFP1 agonist = activates the human relaxin receptor RXFP1; 370,000 compounds, 0.3% hits; Potency, µM (highest dose often 57.5 µM), inactives show top-dose activation, most hits filed as activators; HEK293T-RXFP1 cAMP TR-FRET, 30 min; response scale: percent of porcine relaxin response, buffer zero; AID 2676; Q9HBX9; further: potency means the concentration at half of the fitted maximal effect; on the % scale 0 is the no-effect control and ±100 the full control effect; nearly all actives have a fitted effect of over 60% in size; many of its hits are not listed in these tables
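HEK293T cells stably expressing RXFP1 were pretreated with the PDE4 inhibitor Ro 20174, exposed to compounds for 30 min at 37C, lysed, and cAMP was read by TR-FRET. Data normalized to buffer (basal) and 29 nM porcine relaxin (100%).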
D1 potentiator = enhances dopamine response at the human D1 receptor; HEK293 TREx D1 cells, calcium flux, dopamine EC20 potentiation; potentiation, % at 10 µM; 360,000 compounds, 0.036% hits; AID 504651; in the data active means potentiation above about 30%; further: 0% is about no effect
Target sequence (P21728 whole entry, looked up): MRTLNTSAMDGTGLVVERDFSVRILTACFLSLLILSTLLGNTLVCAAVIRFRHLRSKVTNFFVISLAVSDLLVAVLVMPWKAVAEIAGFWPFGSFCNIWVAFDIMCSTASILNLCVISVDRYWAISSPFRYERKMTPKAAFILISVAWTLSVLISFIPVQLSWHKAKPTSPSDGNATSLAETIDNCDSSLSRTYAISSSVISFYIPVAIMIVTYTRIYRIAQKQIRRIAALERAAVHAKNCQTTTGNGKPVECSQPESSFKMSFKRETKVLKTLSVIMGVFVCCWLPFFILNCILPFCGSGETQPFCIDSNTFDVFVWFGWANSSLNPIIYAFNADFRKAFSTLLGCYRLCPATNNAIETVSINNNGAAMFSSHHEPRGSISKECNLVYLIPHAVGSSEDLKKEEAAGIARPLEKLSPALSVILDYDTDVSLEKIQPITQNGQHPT
Glioma ERSR ind = induces the endoplasmic reticulum stress response in human glioma cells | Potency, µM, without a hit: top-dose activation, most hits filed as activators | U87-MG GRP78 promoter luciferase reporter, 16 h | 420,000 compounds, 0.02% hits; further: potency means the concentration at half of the fitted maximal effect; series mostly up to about 76 µM; % of control where 0% means no effect; nearly all actives have a fitted effect of over 35% in size
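Stably transfected U87-MG glioma cells carrying a GRP78-based luciferase sensor; 16 h compound incubation. Luminescence end-point read 10 min after Bright-Glo addition at room temperature.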
Vif-A3F inh = Vif-A3F binding inhibition; 390,000 compounds, 0.2% hits; Potency, µM (highest dose often 46.1 µM), inactives show at the highest dose activity, negative = active; HeLa A3F-eYFP + Vif (tagged APOBEC3F with the HIV-1 protein that degrades it), YFP fluorescence increase; AID 602313; further: potency means the concentration at half of the fitted maximal effect; % of control where 0% means no effect; nearly all actives have a fitted effect of over 65% in size
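HeLa cells stably expressing Vif plus C-terminally eYFP-tagged A3F were seeded, incubated overnight at 37 deg C, dosed with compound, incubated overnight again at 37 deg C. Yellow fluorescence (Ex 488/Em 500-530) reported blocked Vif-mediated A3F-eYFP degradation.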
D1 antagonist = blocks dopamine activation of the human D1 receptor | P21728 | HEK293 TREx D1 cells, calcium flux, dopamine EC80; active compounds read low | activity change, negative = inhibition, % at 10 µM | 360,000 compounds, 3.2% hits; in the data active means activity change below about -30%; further: on the % scale 0 is the no-effect control and ±100 the full control effect
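Allosteric or orthosteric antagonism assessed as attenuation of the calcium response to EC80 dopamine, added 180 s after compound, in induced HEK293 Trex D1 cells loaded with no-wash calcium dye.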
D2 potentiator = D2 dopamine receptor (human) potentiation. P14416. HEK293 T-REx D2, calcium flux, EC20 dopamine potentiation. potentiation, % at 10 µM. 340,000 compounds, 0.34% hits. AID 485347;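 active means potentiation over 3 SD above the plate norm, cut at about 30% in these data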; further: 0% is about no effect
Target sequence (P14416 whole entry, looked up): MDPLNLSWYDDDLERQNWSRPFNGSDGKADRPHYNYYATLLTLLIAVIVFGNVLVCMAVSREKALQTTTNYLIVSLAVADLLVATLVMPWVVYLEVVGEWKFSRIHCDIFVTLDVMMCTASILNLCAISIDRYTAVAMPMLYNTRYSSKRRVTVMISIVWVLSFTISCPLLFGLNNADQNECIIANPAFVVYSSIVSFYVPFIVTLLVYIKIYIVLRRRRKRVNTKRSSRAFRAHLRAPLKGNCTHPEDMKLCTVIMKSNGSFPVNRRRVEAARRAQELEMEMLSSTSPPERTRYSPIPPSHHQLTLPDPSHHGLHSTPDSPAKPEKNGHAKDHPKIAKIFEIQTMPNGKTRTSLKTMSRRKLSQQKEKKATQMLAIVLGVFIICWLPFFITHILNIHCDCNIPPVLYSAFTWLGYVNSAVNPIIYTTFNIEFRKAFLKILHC
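Using a no-wash calcium dye in inducible, force-coupled HEK293 Trex cells expressing D2, we tracked fluorescence each second for 180 s after compound, then for 180 s after EC20 dopamine to detect augmented signalling.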
D1 agonist = human D1 receptor agonism | P21728 | HEK293 T-REx D1 cells, calcium flux, agonist mode | activation, % at 2 µM | 360,000 compounds, 1% hits | AID 504660; in the data active means activation above about 30%; further: 0% is about no effect
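Agonism was scored from calcium flux recorded over 180 s (1 read/s) after pintool compound addition, following a 10-cycle baseline. Cells were inducible force-coupled HEK293 TREx D1, plated overnight at 30 C and loaded with no-wash calcium dye.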
LDHA inh = LDHA (human) enzyme inhibition; 480,000 compounds, 0.15% hits; purified LDHA, NADH/diaphorase-resazurin fluorescence; active compounds read low; activity change, % (values are at about 110 or 230 µM); P00338; in the data active means activity change below about -30%; inconclusive means mostly about -25% to -30%;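 further: plate controls were DMSO wells for no effect and wells without enzyme for full effect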
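Remaining NADH was detected by diaphorase (0.133 mg/mL) converting 37 µM resazurin to fluorescent resorufin, read at 0 and 20 minutes. The preceding 5-minute room-temperature reaction used 2 nM LDHA, 0.2 mM sodium pyruvate and 0.06 mM NADH at pH 7.4.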
Vif-APOBEC3G blk = inhibitors of Vif-APOBEC3G interaction. AID 602310. HeLa A3G-eYFP + Vif (tagged APOBEC3G with the HIV-1 protein that degrades it), YFP fluorescence, overnight. Potency, µM (doses to about 46.1 µM), for inactives: at the highest dose activity, negative = active, most hits filed as inhibitors. 410,000 compounds, 0.076% hits;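 further: potency means the concentration at half of the fitted maximal effect; on the % scale 0 is the no-effect control and ±100 the full control effect; nearly all actives have a fitted effect of over 60% in size; hits raise eYFP signal because A3G escapes Vif-driven loss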
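HeLa cells stably expressing Vif and C-terminally eYFP-tagged A3G, seeded overnight at 37 deg C, then exposed to compound by pintool overnight at 37 deg C. Rise in yellow fluorescence (Ex 488/Em 500-530, Acumen) marks blocked Vif-driven A3G degradation.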
Starred values were filed as active, the others as inactive; ? = inconclusive; nt = not tested or not shown; & = joins results of further samples. Unless noted, the call rests on the fitted dose curve; in most records, active means well fitted curve in the direction sought with a large enough effect; inconclusive means small, poorly fitted or top-dose-only effect, or another doubt; inactive means no such curve, though single readings can be large; an effect the other way counts as inactive or inconclusive. These rows are one share of the data. The share of hits here may be higher or lower than overall.

Sequence of screens: RXFP1 agonist	D1 potentiator	Glioma ERSR ind	Vif-A3F inh	D1 antagonist	D2 potentiator	D1 agonist	LDHA inh	Vif-APOBEC3G blk
> CC(C)(C)n1nnnc1CN1CCSCC1
    1.5%	-3	4%	5%	4	-2	3	-9	-2%
> CCC1=Nc2cc(C(=O)NCC(C)c3ccccc3)ccc2Sc2ccc(C)cc21 (stereo not drawn)
    1.2%	-4	-5%	-21%	1	-3	6	3	-23%
> Cc1cc(=O)oc2cc(NC(=O)c3ccc(OC(F)F)cc3)ccc12
    1.7%	0	3%	-28%	-9	3	1	0	-1%
> COCc1ccc(C(=O)N2CCCC(N(C)Cc3ccccc3)C2)s1 (stereo not drawn)
    -0.9%	1	-5%	7%	7	-5	2	-7	-1%
> CC(=Cc1cccs1)C(=O)c1ccccc1
    nt	nt	2%	-3%	nt	nt	nt	-14	0%
> CCn1cnc2cc(NC(=O)c3ccco3)ccc21
    -0.1%	-7	-12%	0%	0	-3	1	-5	1%
> COc1cc(C(=O)NC(=S)N2CCCCCC2)cc(OC)c1OC
    -1.0%	-11	7%	-20%	8	-2	4	-4	-5%
> CCCOc1ccc(C(=O)CCC(=O)OCC(=O)N2CC(=O)Nc3ccccc32)cc1
    3.2%	2	0%	2%	-9	-4	2	-12	-3%
> COC(=O)c1ccc(NC(=O)CSc2ccccn2)cc1
    0.2%	-6	6%	-3%	7	0	4	-6	0%
> Cc1ccccc1CN1C(=O)C(O)(c2c[nH]c3ccccc23)c2cc(Cl)ccc21 (stereo not drawn)
    0.8%	-4	0%	6%	-1	11	1	2	-13%
> O=C(CSc1ccc(Cl)cc1)Nc1cccc(-c2nc3ncccc3o2)c1
    2.3%	-7	-1%	-7%	9	24	17	-8	-3%
> CCOC(=O)c1c(CN2CCOCC2)n(C)c2cc(Br)c(O)c(CN(C)C)c12
    2.4%&0.2%	-5	-4%&-3%	-9%&5%	-7&-4	4&-8	2&0	23&7	-1%&3%
> COc1cc(/C=N/NC(=O)[C@H](Cc2c[nH]c3ccccc23)NC(=O)OCC(C)C)cc([N+](=O)[O-])c1O
    0.1%	9	-1%	1%	10	7	0	4	-6%
> COc1cccc(N=CC2=C(O)CCCC2=O)c1
    -1.7%	5	-3%	-4%	16	3	0	3	0%
> COCCNCc1ccccc1
    0.9%	-4	-2%	1%	-10	-3	6	-8	2%
> CCn1c(=O)cc(OCC(=O)Nc2cccnc2)c2ccccc21
    1.7%	0	-1%	-8%	6	19	0	-15	-6%
> CCc1ccc(OCC(=O)NCc2ccco2)c(Br)c1
    0.1%	3	5%	-7%	11	2	0	5	-13%
> COc1ccc(C2CC(=O)C(C=NCCN3CCN(C(=S)Nc4ccccc4)CC3)=C(O)C2)cc1 (stereo not drawn)
    -3.5%	-6	-1%	20%	-18	23	8	-7	-10%
> Cc1cccc(N2CCN(C(=O)c3ccc4c(c3)c(C)c(C)n4C)CC2C)c1 (stereo not drawn)
    -1.7%&0.0%	0&5	-3%&-3%	-20%&0%	1&14	-10&1	3&5	3&1	1%&-5%
> O=C(Cc1ccc(NC(=O)N2CCSc3ncccc32)cc1)NCc1ccccc1Cl
    -0.2%	-6	0%	4%	-10	-7	7	-1	1%
> COc1ccc(-c2nc(N)n(C(=O)c3ccco3)n2)cc1
    1.3%	-2	-1%	15%	5	3	-2	-1	-8%
> O=C(CNC(=S)N(Cc1ccc(F)cc1)C1CCCCC1)NCC1CCCO1 (stereo not drawn)
    -2.2%	3	-7%	5%	2	-2	3	-5	1%
> O=C(Nc1ccc(F)cc1)c1cc(-c2ccccc2)no1
    2.8%	-3	1%	-3%	3	-6	5	-1	-3%
> COc1ccc(NC(=S)N2CCC(C(=O)c3ccc(C)cc3)CC2)c(OC)c1
    -5.1%	0	-4%	0%	9	10	-1	-1	1%
> COc1ccc(CCNC(C)=O)cc1
    0.8%	-3	-3%	-6%	-3	nt	1	1	-1%
> CCN(C(=O)COC(=O)c1ccc(SC)cc1OC)C1CCS(=O)(=O)C1 (stereo not drawn)
    nt	nt	-3%	7%	nt	nt	nt	0	-1%
> COc1ccc(C(=O)Nc2ccccc2C(=O)N/N=C/c2ccncc2)cc1OC
    0.8%	-3	-11%	8%	-14	6	3	-7	0%
> CCOc1ccc(C(=O)NCC(c2ccco2)S(=O)(=O)c2ccc(C)cc2)cc1 (stereo not drawn)
    -0.5%	-3	0%	6%	nt	0	9	-3	3%
> COc1cc(Br)c(C2CC(=O)Nc3cc(OC)c(OC)c(OC)c32)cc1OC (stereo not drawn)
    0.6%	-1	-3%	3%	6	nt	3	-3	2%
> Cc1c(Br)c([N+](=O)[O-])nn1CCCC(=O)NC(C)c1ccccc1 (stereo not drawn)
    -1.2%	-5	-5%	1%	5	-5	3	-2	0%
> CCOC(=O)c1c(NC(=O)CSc2nnc(-c3cccnc3)o2)sc(C)c1C
    1.0%	0	-3%	0%	-1	-6	-1	-2	0%
> O=C(NCc1ccccc1)C1CCN(S(=O)(=O)c2ccc3c(c2)CCCN3C(=O)C2CCC2)CC1
    0.5%	-5	-2%	1%	-13	-11	1	-7	5%
> CCc1nnc(SCC(=O)Nc2ccc(N3CCN(S(C)(=O)=O)CC3)cc2)o1
    -0.2%	-3	-2%	-8%	-2	-4	1	-4	4%
> CCOc1ccccc1OCCC(=O)Nc1ccc(F)c(Cl)c1
    0.5%	-3	-6%	-4%	-6	-19	7	-1	0%
> COc1ccc(NC(=O)CS(=O)c2cccc(C(F)(F)F)c2)cc1 (stereo not drawn)
    -1.3%	-8	0%	2%	-15	10	-1	2	-8%
> CC(NC(=O)c1ccc(F)cc1)C(c1cccs1)N1CCN(C)CC1 (stereo not drawn)
    -0.8%	-1	-3%	-6%	2	2	1	-4	-1%
> O=C(NCCN1CCOCC1)c1cccc(S(=O)(=O)Nc2ccc(Br)cc2)c1
    -0.3%	nt	-6%	3%	-20	2	7	-2	-1%
> COc1ccc(-c2c3c(=O)n(C)c(=O)n(C)c3cn2NC(C)=O)cc1
    1.6%	-2	-3%	-6%	-12	-8	1	2	-2%
> CCN(CCO)c1nc(N2CCCCC2)c2cnn(C)c2n1
    -2.1%	-1	-2%	-10%	10	15	-1	-8	2%
> Cc1cccc(N2CCN(c3ccc(NC(=O)/C=C\C(=O)O)cc3)CC2)c1
    -2.8%	-3	-2%	7%	-7	-5	0	10	0%
> Cc1ccc(NC(=O)c2ccc3ccccc3n2)cc1S(=O)(=O)N1CCOCC1
    -3.3%	0	2%	-13%	2	1	-1	-1	-1%
> Cc1ccccc1CN1C(=O)c2ccccc2Sc2ccc(C(=O)NCCc3ccccc3)cc21
    0.6%	1	-1%	6%	18	-2	1	-5	7%
> COc1cccc(OC)c1C(=O)Nc1cccc(-c2nc3cc(C)cc(C)c3o2)c1
    0.6%	-2	0%	1%	-5	-10	1	-3	0%
> CCN(c1cccc(C)c1)c1ncnc2nc[nH]c12
    2.9%	-9	1%	1%	-20	10	1	-3	2%
> COc1cc(C(=O)/C=C/c2cccnc2)c([N+](=O)[O-])cc1OC
    3.7%	-6	-13%	0%	6	-5	1	-6	?
> O=C(O)/C=C\C(=O)Nc1ccccc1C(=O)N1CCC(O)(c2ccc(Cl)cc2)CC1
    nt	nt	-1%	?	nt	nt	nt	-4	-6%
> CCOC(=O)c1nnn(C(CC)C(=O)Nc2c(C)cccc2C)c1C(=O)OCC (stereo not drawn)
    2.9%	0	-2%	-5%	-6	-6	2	-1	0%
> COc1ccc(N2CCN(C(=O)NC3CC(=O)N(c4ccc(OC)cc4)C3)CC2)cc1 (stereo not drawn)
    1.6%	-7	-4%	0%	-45*	9	5	-2	0%
> CCOc1ccccc1NC(=O)C1CCN(S(=O)(=O)c2ccc3[nH]c(=O)ccc3c2)CC1
    0.7%	-4	3%	-4%	-8	-6	0	-5	-5%
> Cc1cc(C)n(CCNC(=O)C2CCC(=O)N(CCc3cccc(F)c3)C2)n1 (stereo not drawn)
    2.2%	-2	-3%	-15%	5	-22	3	-2	-2%
> Cc1ccc(C)c(NC(=O)CSc2nnc(NC(=O)Nc3ccccc3)s2)c1
    2.4%	5	2%	0%	nt	0	2	-5	-2%
> COc1ccccc1N(CC(=O)NC(C)(C)C)S(=O)(=O)c1cccs1
    0.7%	0	-4%	-6%	-5	-8	-1	-7	0%
> COc1cc(NC(=O)COC(=O)CC2CC3CCC2C3)cc(OC)c1 (stereo not drawn)
    nt	nt	3%	-3%	nt	nt	nt	-6	0%
> CCCCc1c(O)cc(C)[nH]c1=O
    5.0%	-1	1%	4%	11	-1	5	0	1%
> CC(=O)Nc1cc2c(cc1NC(=O)Cn1nc(-c3ccccc3)ccc1=O)OCCO2
    0.2%	-3	-6%	6%	-20	13	3	-7	0%
